hERG protect = hERG (human) protection from proarrhythmic block. CHO-hERG, FluxOR thallium flux, dofetilide IC70 present. activation (rescue from dofetilide block), less the hit threshold, % at 10 µM. hit rate 0.51% among 310,000. AID 1511;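 active = activation above the mean of controls blocked by dofetilide plus 5 SD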;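 also: thallium influx through hERG after potassium depolarization seen as dye fluorescence rise; in these data hits start at about 4.7%; inactives centre near -7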
DYRK1A inh = blocks rat Dyrk1A kinase activity; ADP-Glo luminescence, NFATc1 peptide; hit rate 0.43% among 310,000; AID 504441; Q63470; inhibition, % at 12.5 µM; in the data active = inhibition above about 50%;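 also: plate controls were vehicle with enzyme for no effect and no enzyme for full effect; many of its hits are not listed in these tables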
GSK3 alpha inh = blocks human GSK-3 alpha kinase; hit rate 0.1% among 320,000; ADP-Glo luminescence, 60 min; AID 2650; inhibition, % at 10 µM; P49840;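 in the data active = inhibition above about 50%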;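 also: GST-tagged GSK-3 alpha with peptide substrate and 25 µM ATP; 0% = DMSO neutral wells and 100% = GW8510 positive control wells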
KCNK9 inh = human KCNK9 channel inhibition | Q9NPC2 | HEK293 KCNK9, FluxOR thallium flux fluorescence; active compounds read low | B-score at 10 µM | hit rate 1.2% among 310,000 | AID 488922;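 active = ratio B-score over 3 SD below the library mean, with starting fluorescence within 5 SD of its mean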;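 also: negative B-score means less thallium flux so channel inhibition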
Target sequence (Q9NPC2 whole entry, looked up): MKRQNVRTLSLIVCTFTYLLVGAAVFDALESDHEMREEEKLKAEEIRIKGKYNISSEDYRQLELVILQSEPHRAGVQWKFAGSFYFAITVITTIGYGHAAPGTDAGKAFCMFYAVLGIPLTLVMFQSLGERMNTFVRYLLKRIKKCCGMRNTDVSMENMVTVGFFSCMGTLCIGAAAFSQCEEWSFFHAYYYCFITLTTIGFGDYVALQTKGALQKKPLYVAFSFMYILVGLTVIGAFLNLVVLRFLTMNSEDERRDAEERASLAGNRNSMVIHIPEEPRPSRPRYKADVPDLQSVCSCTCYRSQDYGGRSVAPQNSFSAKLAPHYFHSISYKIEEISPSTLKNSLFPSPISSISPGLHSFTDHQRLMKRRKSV
RGS4 act = potentiators or activators of RGS4. B-score at 10 µM. hit rate 0.92% among 310,000. HEK293 M3R/inducible RGS4, carbachol calcium flux Fluo4; active compounds read low. AID 463111;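 active = B-score of the integrated calcium signal more than 4 SD below the library mean, with starting fluorescence not abnormally high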;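 also: negative B-score means reduced calcium response which marks RGS4 activation or potentiation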
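test system = M3R-expressing HEK293 line, RGS4 induced by doxycycline | probe or stimulus = carbachol at ECmax as muscarinic agonist stimulus | timing = dye loading 30 min 37 °C, buffer rest 30 min RT | signal = calcium dye Fluo4 fluorescence | evaluation = B score from integrated fluorescence ratio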
GSK3B inh = blocks human GSK3beta kinase activity. P49841. GST-GSK3beta kinase, ADP-Glo luminescence, 60 min; active compounds read low. activity score (negative = inhibition), % at 10 µM. hit rate 0.038% among 300,000;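 active = more than half of replicate wells score below -50%, meaning over 50% inhibition versus plate controls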;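 also: 0% = median DMSO wells and -100% = median GW8510 positive control wells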
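Test system – GST-tagged human GSK3beta kinase, cell-free · Incubation – 60 min enzyme reaction, room temperature · Signal – ADP-Glo luminescence · Also added – peptide substrate and ATP at 25 µM · Controls – DMSO neutral wells and GW8510 at 20 µM as positive · Buffer or medium – Tris/MgCl2 kinase buffer · Measure – Luminescence-derived activity versus plate DMSO and GW8510 wells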
RGS4 block = inhibitors of human RGS4; P49798; HEK293 M3R/RGS4 inducible, Fluo-4 calcium flux; active compounds read high; triggered by carbachol at its EC20; B-score at 10 µM; hit rate 0.45% among 310,000; AID 463165;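 active = B-score, a plate-corrected calcium signal, over three deviations above library mean, with baseline fluorescence within five deviations of library mean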;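 also: RGS4 expression induced by doxycycline in cells with stable M3 receptor; B-score is computed from the integrated fluorescence ratio over baseline after carbachol; higher B-score means a larger calcium signal and so more RGS4 inhibition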
Target sequence (P49798 whole entry, looked up): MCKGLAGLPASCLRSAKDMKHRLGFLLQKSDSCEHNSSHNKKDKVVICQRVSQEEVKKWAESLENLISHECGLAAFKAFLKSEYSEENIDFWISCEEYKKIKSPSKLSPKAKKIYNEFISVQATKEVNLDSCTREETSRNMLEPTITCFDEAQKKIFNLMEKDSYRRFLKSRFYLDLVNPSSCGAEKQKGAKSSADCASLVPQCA
KCNQ1 block = blocks the human KCNQ1 potassium channel | P51787 | CHO-K1 KCNQ1, FluxOR thallium flux fluorescence; active compounds read high | B-score at 10 µM | hit rate 1.3% among 310,000 | AID 2642;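 active = compounds whose thallium flux B-score, printed positive for inhibition, exceeds three library SD while starting fluorescence stays within three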;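 also: channel opened by potassium depolarization with thallium stimulus after 20 min compound exposure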
KCNQ1 act = potentiators or activators of human KCNQ1 potassium channel; AID 2648; hit rate 0.35% among 310,000; P51787; CHO-K1 KCNQ1, thallium flux FluxOR fluorescence; active compounds read high; B-score at 10 µM;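 active = fluorescence ratio B-score, a plate-corrected score, at least three library SD, with initial intensity B-score within 5 SD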
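Assay system: CHO-K1 cells stably expressing KCNQ1; Medium: assay buffer with matched DMSO; Also added: K+/Tl+ depolarizing stimulus; Dosing: single dose; Timing: dye 90 min, compound 20 min, room temperature; Measured by: kinetic FluxOR thallium fluorescence, 10-s 1-Hz baseline, 110-s post-stimulus read; Read-out: peak-minus-minimum fluorescence over initial fluorescence, negative-control normalized, B-scored.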
KCNK3 block = human KCNK3 channel inhibition, primary screen. O14649. B-score at 10 µM. hit rate 0.84% among 340,000. CHO-KCNK3 thallium flux, FluxOR fluorescence; active compounds read low. AID 602410;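 active = B-score under library mean minus 4 SD, starting fluorescence ratio at most library mean plus 5 SD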;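 also: more negative B-score means stronger inhibition of thallium flux through KCNK3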
Target sequence (O14649 whole entry, looked up): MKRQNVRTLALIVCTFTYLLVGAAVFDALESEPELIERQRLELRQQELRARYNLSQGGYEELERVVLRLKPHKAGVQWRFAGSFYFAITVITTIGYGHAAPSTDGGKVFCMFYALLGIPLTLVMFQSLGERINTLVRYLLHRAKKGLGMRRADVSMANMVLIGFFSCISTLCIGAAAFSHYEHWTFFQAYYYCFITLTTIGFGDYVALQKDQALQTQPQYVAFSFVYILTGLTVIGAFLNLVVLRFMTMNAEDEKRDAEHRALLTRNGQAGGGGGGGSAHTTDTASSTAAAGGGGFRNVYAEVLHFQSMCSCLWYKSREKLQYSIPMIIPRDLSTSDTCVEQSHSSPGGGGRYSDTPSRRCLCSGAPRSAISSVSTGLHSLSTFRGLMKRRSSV
PolyA inh = blocks polyadenylation in yeast reporter cells | S. cerevisiae SKY197-pL101 polyadenylation reporter, beta-gal luminescence; efflux-impaired pdr1/pdr3 knockout yeast; score 100 = 6 SD above DMSO | calls only at 12 µM | hit rate 0.02% among 300,000;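 active = lowest replicate activity score at least 50, where 100 means six control SD above control mean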;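 also: yeast exposed to compound for 9 h at 30 °C; higher score means more reporter readthrough which indicates perturbed polyadenylation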
Active calls of the source: *; i = inactive; . = not tested or not shown. An excerpt (hit frequency here may not be typical).

structure	hERG protect	KCNQ1 block	KCNK3 block	KCNK9 inh	GSK3B inh	RGS4 block	PolyA inh	KCNQ1 act	DYRK1A inh	RGS4 act	GSK3 alpha inh
CC(C)C[C@H](NC(=O)c1nc[nH]c1C(=O)NCc1ccccc1)C(=O)OC(C)(C)C	-12	i	i	i	0	i	i	i	2	i	1
COc1ccc(-c2cc(C(=O)N3CCN(C(=O)c4ccco4)CC3)[nH]n2)cc1	-2	i	i	i	-42	i	i	i	5	i	1
O=C1N/C(=N/Nc2ccccc2)S/C1=C\c1ccccc1	-9	i	i	i	0	i	i	i	40	i	-2
O=C(CCn1c(=O)oc2ccccc21)NC1=NCCS1	2	i	i	i	-2	i	i	i	3	i	-4
COc1ccc(N2CCN(C(=O)CN(c3ccc(Br)cc3)S(C)(=O)=O)CC2)cc1	-2	i	i	i	0	i	i	i	3	i	-1
COc1ccc(NC(C)c2cc(Cl)ccc2O)cc1 (stereo not given)	1	i	i	i	1	i	i	i	-5	i	1
Cc1ccc(Cl)cc1NC(=O)CN1CCN(S(=O)(=O)N2CCOCC2)CC1	-11	i	i	i	-1	i	i	i	5	i	4
CC(C)C(=O)NC(=S)Nc1ccccc1C(=O)NC1CCCCC1	-11	i	i	i	5	i	i	i	0	i	0
CC(C)(C)C(=O)OCc1nc(-c2ccc(Cl)cc2)cs1	-10	i	i	i	1	i	i	i	-1	i	1
O=C(Nc1ccc2c(c1)C(=O)OC2)c1ccc(C(F)(F)F)cc1	-8	i	i	i	-8	i	i	i	-1	i	-4
CC(C)NS(=O)(=O)c1ccc(NC(=O)C2CC3C=CC2C3)cc1 (stereo not given)	-10	i	i	i	-1	i	i	i	-1	i	-4
CN1CCN(C(=O)C2=C[C@H](c3ccc4c(c3)OCO4)C[C@H](OCc3ccc(CO)cc3)O2)CC1	-8	i	i	i	-2	i	.	i	2	i	.
C=C(C)Cn1c(N)cc(=O)nc1SCC(=O)Nc1cccc(C(F)(F)F)c1	-6	i	i	i	0	i	i	i	.	i	0
CCN(CCCNC(=O)CC(C(=O)N1CCc2ccccc21)n1ccnc1)c1cccc(C)c1 (stereo not given)	-11	i	i	i	-2	i	i	i	0	i	-1
COc1ccc(CSCCc2n[nH]c(=S)n2-c2ccccc2)cc1C	-7	i	i	i	0	i	i	i	-7	i	0
Cc1nc2ccccc2nc(=O)c1NNc1ccccc1	-1	i	i	i	1	i	i	i	1	i	.
Cn1c(=O)n(CC(=O)Nc2ccc(F)cc2)c2ccccc21	-5	i	i	i	2	i	i	i	0	i	0
O=C(c1ccccc1)c1nc2ccccc2[nH]c1=O	-4	i	i	i	-2	i	i	i	6	i	-2
Oc1csc(Cc2nc(-c3ccccc3F)cs2)n1	-2	i	i	i	1	i	i	i	1	i	5
N/C(=N\OS(=O)(=O)c1ccc2ccccc2c1)c1cccnc1	-4	i	i	i	4	i	i	i	3	i	-5
Cc1cc(Nc2cc(Cl)nc(Sc3ccc(NC(=O)C4CC4)cc3)n2)n[nH]1	-12	i	i	i	-5	i	i	i	.	i	17
O=C1c2cc3ccccc3c(-c3ccccc3)c2C(=O)N1c1ccccn1	-7	i	i	i	2	i	i	i	3	i	-2
c1cncc(-c2nc(-c3cccs3)cs2)c1	-8	i	i	i	-8	i	i	i	30	i	1
Cc1cccc(NC(=O)/C(C#N)=C/c2cccc([N+](=O)[O-])c2)n1	-6	i	i	i	4	i	i	i	2	i	0
CCCCn1c(SCC(=O)N(CC)C2CCS(=O)(=O)C2)nc2cc(S(N)(=O)=O)ccc21 (stereo not given)	-13	i	i	i	-5	i	i	i	5	i	-1

(list continues)
structure	hERG protect	KCNQ1 block	KCNK3 block	KCNK9 inh	GSK3B inh	RGS4 block	PolyA inh	KCNQ1 act	DYRK1A inh	RGS4 act	GSK3 alpha inh
Cc1ccc(C2NC(=O)c3ccccc3N2)s1 (stereo not given)	-14	i	i	i	3	i	i	i	0	i	-3
CCCN(CCC)CCOc1cc(C)ccc1C(C)C	-6	i	i	i	4	i	i	i	-3	i	3
O=C(Nc1nc(-c2ccco2)c(-c2ccco2)s1)c1ccco1	-14	i	i	i	0	i	i	i	4	i	1
Nc1cc(=O)[nH]c(SCC(=O)Nc2ccc(S(=O)(=O)N3CCCCC3)cc2)n1	-5	i	i	i	2	i	i	i	4	i	-3
O=C(Nn1c(C2CC2)nc2ccccc2c1=O)c1ccco1	-12	i	i	i	1	i	i	i	1	i	-7
Cc1cccc(N2C(=O)SC(SC(=Nc3ccccc3)Nc3ccccc3)C2=O)c1 (stereo not given)	-9	i	i	i	0	i	i	i	-1	i	-1
CC(C)(C)CN1CCNC(=O)C1CC(=O)NCc1cccc(-n2cccn2)c1 (stereo not given)	-10	i	i	i	2	i	i	i	-6	i	0
O=C(NCc1ccc(/C=c2\sc3n(c2=O)CCN=3)o1)C(=O)Nc1ccccc1	-10	i	.	i	1	i	i	i	.	i	5
Cc1ccc(C(=O)Nc2ccc3cn[nH]c3c2)cc1S(=O)(=O)N1CCOCC1	-19	i	i	i	1	i	i	i	15	i	1
O=S1(=O)CCC(NC(=S)SCCOc2ccccc2)C1 (stereo not given)	-23	i	i	i	0	i	i	i	-2	i	0
Cc1ccc(S(=O)(=O)NCC(c2ccco2)N2CCc3ccccc32)cc1 (stereo not given)	-18	i	i	i	-3	i	i	i	-5	i	3
Cc1noc(C)c1COC(=O)Cn1c(C)nc2ccccc21	-7	i	i	i	-3	i	i	i	-1	i	1
COc1ccc(OC)c(CCNC(=O)CCc2nnc3ccc(N4CCCC4)nn23)c1	-10	i	i	i	1	i	i	i	0	i	.
CCCC(NC(=O)CCl)c1ccccc1 (stereo not given)	-1	i	i	i	2	i	i	i	-2	i	-2
O=C(CCN1C(=O)C2C3C=CC(C3)C2C1=O)Nc1ccccn1 (stereo not given)	-3	i	i	i	0	i	i	i	4	i	-4
CCN(CC)c1ccc(NC(=S)NC(=O)c2cccs2)cc1	6.5*	i	i	i	3	i	i	i	-1	i	-2
O=C(c1ccc(F)cc1)N1CCC(O)(c2cccnc2)CC1	-2	i	i	i	-1	i	i	i	-4	i	0
CCC(CC)C(=O)NCCCCc1ccccc1	-4	i	i	i	-25	i	i	i	-1	i	-1
CC(C)[C@H]1COC(NC2=N[C@@H](C(C)C)CO2)=N1	-3	i	i	i	1	i	i	i	8	i	1
Cn1c(SCC(=O)NNC(=S)Nc2ccccc2)nnc1-c1ccncc1	-11	i	.	i	2	i	i	i	.	i	-1
CC(C)C(NC(=O)c1ccco1)C(=O)NCc1ccc(C(=O)O)cc1 (stereo not given)	-8	i	i	i	1	i	i	i	-3	i	2
COc1cccc(CC2(CO)CCN(Cc3cnc(-c4cccc(C)c4)nc3)CC2)c1	-23	i	i	i	2	i	i	i	-3	i	1
CN(C)/C=C/C(=O)c1cnc(-c2ccccn2)s1	-2	i	i	i	1	i	i	i	12	i	-1
Cc1cc2nc(-c3cc(N4CCOCC4)ccc3[N+](=O)[O-])ccn2n1	-10	i	i	i	0	i	i	i	.	i	0
Cc1ccc(O)c(C2=Nc3ccccc3N=C(c3cccc([N+](=O)[O-])c3)C2)c1	-4	i	i	i	-2	i	i	i	-4	i	0

Next results
structure	hERG protect	KCNQ1 block	KCNK3 block	KCNK9 inh	GSK3B inh	RGS4 block	PolyA inh	KCNQ1 act	DYRK1A inh	RGS4 act	GSK3 alpha inh
Cn1cccc1C(=O)C(=O)Nc1ccc(F)c(F)c1	-8	i	i	i	-1	i	i	i	0	i	-1
COc1ccc(NS(=O)(=O)c2ccc(C)c(C(=O)NCC(c3ccco3)N3CCCCC3)c2)cc1 (stereo not given)	-15	i	i	i	-1	i	i	i	-1	i	-3
COc1ccc(CCNC(=O)CN(c2ccccc2)S(C)(=O)=O)cc1	-5	i	i	i	2	i	i	i	-1	i	-2
CCn1c(O)c(/C=C2\C=Nc3ccccc32)sc1=Nc1ccccc1	-14	i	i	i	1	i	i	i	13	i	-1
CCOc1ccc2nc(N(CCN(CC)CC)C(=O)/C=C/c3cccs3)sc2c1	-16	i	i	i	-1	i	i	i	-2	i	0
O=C(CCSc1nnc(-c2ccco2)o1)N1CCOCC1	5.7*	i	i	i	1	i	i	i	-9	i	-1
COc1ccccc1-c1nnc(C2CCN(S(=O)(=O)c3ccccc3[N+](=O)[O-])CC2)o1	-6	i	i	i	3	i	i	i	4	i	-1
CC(=O)c1c(N2CCOCC2)[nH]c(-c2ccccc2)nc1=S	-1	i	i	i	3	i	i	i	1	i	-1
CC(C)CCNC(=O)C(c1ccncc1)N(CC1CCCO1)C(=O)Cn1nnc(-c2ccc(F)cc2)n1 (stereo not given)	-7	i	i	i	2	i	i	i	-3	i	-2
CC1=C(C(=O)Nc2ccccc2)C(c2ccco2)C(C#N)=C(SCc2ccccc2)N1 (stereo not given)	-12	11*	.	i	1	i	i	i	.	i	2
COC(=O)c1ccccc1NC(=S)NC(=O)c1ccc(C)cc1	-4	i	i	i	1	i	i	i	1	i	0
COc1ccc(OC)c(CN2CCC(C(=O)N3CCN(c4ccccc4F)CC3)CC2)c1	-9	i	i	i	1	i	i	i	-1	i	9
CC(C)C(=O)Nc1c2c(nn1-c1ccc(F)cc1)CS(=O)(=O)C2	-2	i	i	i	-1	i	i	i	10	i	-1
CCOC(=O)c1nnn(-c2nonc2N)c1C	-8	i	i	i	-15	i	i	i	-1	i	27
CNC(=O)NC(=O)Cn1cnc2sc(-c3ccccc3)cc2c1=O	-8	i	i	i	-5	i	i	i	.	i	-3
O=C(CCCCCNC(=S)Nc1ccccc1)C[N+](=O)[O-]	-10	i	i	i	-3	i	i	i	-73	i	1
COCC(=O)Nc1cc(C(=O)NCCc2ccccc2)ccc1Cl	-5	i	i	i	-1	i	i	i	-9	i	.
